PI5P4K alpha inh: blocks human PI5P4K alpha kinase activity; P48426; PI5P4Kalpha enzyme, ADP-Glo luminescence, 60 min; active compounds read low; max response, %; 330,000 tested, 1.2% active; AID 652105; active = max response of -50% or lower; inconclusive = between -30% and -50%; inactive = -30% or higher; note: value at the top dose of about 77 µM; % is set by controls: 0 for no effect and ±100 for the full control effect
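Enzyme plus substrate dispensed, test compounds pinned in, then ATP (5 microM final) added. After 60 min at RT, ADP-Glo reagent 1 for 45 min and reagent 2 for 30 min preceded luminescence imaging.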
EPAC2 antag: blocks human EPAC2 exchange factor | Potency, µM (doses to about 114 µM), inactives show at the highest dose activity, negative = inhibition, actives largely listed as inhibitors | 360,000 tested, 0.18% active | EPAC2 GEF exchange of Rap1B-BODIPY-GDP, fluorescence; note: potency is the fitted concentration of half-maximal effect; % is set by controls: 0 for no effect and ±100 for the full control effect; nearly all actives have a fitted effect of over 45% in size; many of its hits are not listed in these tables
Target sequence (Q8WZA2 whole entry, looked up): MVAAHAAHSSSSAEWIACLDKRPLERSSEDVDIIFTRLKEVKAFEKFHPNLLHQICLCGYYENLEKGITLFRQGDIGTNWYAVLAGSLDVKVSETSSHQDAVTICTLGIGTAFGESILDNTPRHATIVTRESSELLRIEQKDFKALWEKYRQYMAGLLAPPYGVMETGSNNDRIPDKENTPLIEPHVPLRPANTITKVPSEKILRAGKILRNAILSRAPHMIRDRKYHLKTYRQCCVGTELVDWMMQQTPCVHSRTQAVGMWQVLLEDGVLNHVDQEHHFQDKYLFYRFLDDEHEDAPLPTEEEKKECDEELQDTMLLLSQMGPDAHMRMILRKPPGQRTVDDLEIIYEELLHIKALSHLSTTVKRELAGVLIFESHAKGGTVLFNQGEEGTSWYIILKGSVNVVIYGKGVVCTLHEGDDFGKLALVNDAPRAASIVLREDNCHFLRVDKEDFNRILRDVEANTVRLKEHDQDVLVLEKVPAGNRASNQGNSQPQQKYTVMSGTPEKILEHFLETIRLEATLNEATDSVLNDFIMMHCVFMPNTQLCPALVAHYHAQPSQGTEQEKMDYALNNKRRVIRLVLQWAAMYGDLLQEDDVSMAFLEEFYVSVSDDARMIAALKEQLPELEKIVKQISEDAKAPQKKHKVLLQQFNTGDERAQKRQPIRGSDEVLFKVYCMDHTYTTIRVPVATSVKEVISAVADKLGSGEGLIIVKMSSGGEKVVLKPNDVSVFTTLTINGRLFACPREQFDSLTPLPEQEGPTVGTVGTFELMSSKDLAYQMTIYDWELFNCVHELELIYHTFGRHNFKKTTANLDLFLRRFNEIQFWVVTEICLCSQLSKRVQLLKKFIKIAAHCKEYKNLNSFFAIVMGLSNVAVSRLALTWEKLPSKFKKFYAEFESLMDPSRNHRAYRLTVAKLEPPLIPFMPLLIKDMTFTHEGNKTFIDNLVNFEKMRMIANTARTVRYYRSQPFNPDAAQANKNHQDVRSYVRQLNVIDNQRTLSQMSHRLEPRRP
WRN inhibitor: inhibitors of human WRN helicase; Potency, µM (series often up to 114 µM), without a hit: top-dose activity change, negative = inhibition, usual class: inhibitors; Q14191; WRN helicase unwinding, fluorescent forked duplex, kinetic; 360,000 tested, 0.46% active; AID 651768; note: potency is the fitted concentration of half-maximal effect; % is set by controls: 0 for no effect and ±100 for the full control effect; nearly all actives have a fitted effect of over 55% in size
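Enzyme (20 nM final) and test compound sit together 15 min at room temperature before substrate addition. Substrate is a single-forked duplex oligonucleotide (100 nM) labelled with fluorophore and quencher, with 2 mM ATP; helicase unwinding raises red fluorescence, read kinetically.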
CCT chaperon mod: changes cytosolic chaperonin activity; purified chaperonin ATPase assay, HTRF ADP detection, 30 min; activity change, % (test concentration not listed), hits read low; 360,000 tested, 0.3% active; in the data active = activity change below about -30%; note: % is set by controls: 0 for no effect and ±100 for the full control effect
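TRiC at 40 or 20 nM final (batch-dependent) in 30 mM Tris pH 7.4, 100 mM KCl, 5 mM MgCl2, 1 mM DTT, with compound at single 76 uM and 10 uM ATP, 30 min at 37 deg C. ADP detected by HTRF Transcreener, 665/615 ratio.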
EPAC1 agonist: activates human EPAC1 exchange factor; O95398; EPAC1 agonist qHTS, biochemical assay; response scale: 100% = response to 6.5 mM cAMP; Potency, µM (highest dose often 154 µM), inactives show top-dose activation, usual class: activators; 360,000 tested, 0.073% active; note: potency is the fitted concentration of half-maximal effect; nearly all actives have a fitted effect of over 60% in size
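Normalized to 6.5 mM cAMP, activity reflects EPAC1-catalysed release of BODIPY-GDP from Rap1B, followed kinetically over 30 min at 480 nm excitation, 540 nm emission. Reaction contained 100 nM EPAC1, 250 nM Rap1B-BODIPY-GDP, 50 uM GDP.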
MmCpn inh: blocks the Methanococcus maripaludis chaperonin Mm-Cpn; AID 504842; Potency, µM (highest dose often 76.9 µM), for the others: top-dose activity, negative = inhibition, usual class: inhibitors; purified Mm-Cpn ATPase, ADP Transcreener TR-FRET; 330,000 tested, 0.031% active; note: potency is the fitted concentration of half-maximal effect; % is set by controls: 0 for no effect and ±100 for the full control effect; nearly all actives have a fitted effect of over 80% in size
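Compound-treated chaperonin, 25 nM final, turns over 10 uM ATP at 37°C for 30 min following a 10 min preincubation; ADP generated competes with ADP-d2 for Eu-cryptate antibody, lowering FRET.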
PLK1 PBD block: blocks phosphopeptide binding to human PLK1 polo-box domain. P53350. Plk1 PBD binding of FITC phosphopeptide, fluorescence polarization. Potency, µM, for inactives: max response, negative = inhibition, most hits filed as inhibitors. 360,000 tested, 2.8% active. AID 720504; note: potency is the fitted concentration of half-maximal effect; series mostly up to about 57 µM; % is set by controls: 0 for no effect and ±100 for the full control effect; nearly all actives have a fitted effect of over 65% in size
EPAC1 antagonist: antagonists of human EPAC1; O95398; EPAC1 GEF assay, Rap1b-BODIPY-GDP exchange fluorescence; Potency, µM (titrated, usually from 115 µM), for inactives: at the highest dose activity change, negative = inhibition, actives largely listed as inhibitors; 360,000 tested, 0.14% active;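 note: potency is the fitted concentration of half-maximal effect; plate controls were vehicle for no effect and positive control for full effect; nearly all actives have a fitted effect of over 50% in size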
* = called active by the depositor; ? = inconclusive; . = no result given; [ ] = remark or other dose. Unless noted, calls come from the whole dose curve; as a rule, active = well fitted curve in the direction sought with a large enough effect; inconclusive = small, poorly fitted or top-dose-only effect, or another doubt; inactive = no such curve, though single readings can be large; an effect the other way counts as inactive or inconclusive. Only part of the results is shown. The share of hits here may be higher or lower than overall.

SMILES	PI5P4K alpha inh	EPAC2 antag	WRN inhibitor	CCT chaperon mod	EPAC1 agonist	MmCpn inh	PLK1 PBD block	EPAC1 antagonist
O=S(=O)(Cc1ccc(Cl)cc1)N1CCN(c2ncccn2)CC1	1	3%	-18%	-0.6	-7%	0%	1%	-13%
O=C(N/N=C/c1ccccn1)c1cc(-c2ccccc2Cl)n[nH]1	-20	3%	-3%	-3.7	19%	0%	-10%	-5%
O=C(Nc1ncccn1)c1cccc(Cl)c1	0	-10%	0%	-1.0	6%	.	2%	6%
O=C(ONc1ccc(N=NC(=O)c2ccccc2O)cc1)c1ccccc1	-58*	-23%	?	-1.9	2%	-1%	?	1%
CC[n+]1c(/C=C/c2cc([N+](=O)[O-])ccc2O)ccc2ccccc21	-11	-3%	-5%	-2.3	2%	-1%	-16%	-5%
Cc1ncoc1C(=O)N1CCCC(C(=O)c2ccc3c4c(cccc24)CC3)C1 (stereo not given)	2	-6%	-9%	-0.8	6%	-3%	-17%	3%
CCc1nc2ccc(C(=O)NCc3ccc4c(c3)OCO4)cn2c1N(C)CCC(C)C	0	-5%	-9%	0.3	-16%	.	1%	-19%
CCc1ccc(C(=O)COc2ccc(NC(C)=O)cc2)cc1	.	1%	-1%	-3.1	0%	0%	-2%	-1%
CCOC(=O)C1=C(c2ccccc2)NC(=O)NC1c1cc(OC)c(OC)cc1OC (stereo not given)	4	2%	-4%	0.3	0%	0%	-7%	0%
COc1cnc(-c2ccccn2)nc1Oc1c(C)cccc1C	10	14µM*	1%	2.5	-11%	3%	1%	-3%
CC(C)C1C(=O)N(Cc2cn(CCC3OCCO3)nn2)CCS(=O)(=O)N1Cc1ccc(-c2ccncc2)cc1 (stereo not given)	-1	5%	-4%	-7.2	-15%	.	-9%	12%
O=C(NC(=S)Nc1ccccc1N1CCOCC1)c1ccc(-c2cccc(Cl)c2)o1	-2	-1%	-1%	3.2	2%	0%	0%	7%
COc1ccc(NC2CCCN(C(=O)c3cccc(N(C)C)c3)C2)cc1 (stereo not given)	-7	0%	1%	-6.3	-17%	1%	-4%	-10%
Cc1ccc(-n2nc(C(=O)O)cc2-c2ccccc2Cl)cc1	5	0%	-36%	-1.4	9%	1%	-2%	-2%
COc1cc(/C=N/NC(=O)Cc2csc(N3CCOCC3)n2)cc(OC)c1O	-2	9%	0%	-1.0	-13%	2%	-8%	-13%
O=C(NC1CCCCC1)NC1C2CC3CC(C2)CC1C3 (stereo not given)	5	0%	-2%	0.6	1%	0%	5%	-20%
COc1ccc(S(=O)(=O)N2CCN(C3CCCC(C)C3)CC2)cc1 (stereo not given)	3	-12%	-3%[57.1 µM]	-1.0	11%	0%	-7%	-7%
CCCc1cc(C(=O)NC2CCCCC2)no1	2	-5%	-3%	1.1	9%	-1%	-7%	-7%
Cc1cc(=O)[nH]c2c(C)cc(S(=O)(=O)N3CCCCC3)cc12	2	-1%	0%	-1.1	0%	1%	-8%	7%
O=C(CSc1ccc2nnc(-c3ccccn3)n2n1)Nc1ccc2c(c1)OCO2	-3	7%	1%	1.3	-1%	-1%	-6%	-8%
Cc1nc(SCC(=O)N2c3ccccc3Sc3ccccc32)n[nH]1	-4	-16%	2%	-2.6	13%	-2%	-2%	-4%
COc1ccc(-c2nc(NC(=O)Cn3cnnn3)sc2C)cc1	-2	-7%	-1%	0.8	6%	-1%	-5%	-4%
Cn1c(N)c(C(=O)Nc2c(Cl)cccc2Cl)sc1=S	2	-2%	-21%	-3.7	3%	0%	-28%	-8%
COc1cccc(CN2CCNC(=O)C2CC(=O)NCC(C)(C)N2CCOCC2)c1OC (stereo not given)	1	6%	-14%	0.4	-24%	-1%	-10%	0%
O=C(Nc1ccc2c(c1)OCCO2)C1CCC1	.	-4%	-8%	0.6	1%	1%	-1%	-4%
COC(=O)c1ccc(=O)n(-c2ccc(OC)cc2)c1	-10	6%	6%	-4.7	2%	1%	-4%	-4%
COC(=O)c1nnn(-c2ccccc2)c1N	9	14%	-4%	1.8	-7%	-1%	1%	22%
O=C(CNC(=O)c1ccc2c(c1)OCO2)Nc1cccc(Br)c1	-1	11%	0%	-2.0	10%	-9%	-10%	-20%
Cc1cccc(C(=O)NC(CC(=O)O)c2ccc(OC3CCCC3)cc2)c1[N+](=O)[O-] (stereo not given)	20	9%	0%	1.0	7%	5%	?	7%
O=C(CSc1nc(NS(=O)(=O)c2ccccc2)cc(=O)[nH]1)Nc1cccc(C(F)(F)F)c1	-19	7%	-16%	-1.2	-14%	-3%	-3%	-20%
CCOC(=O)CNCCC(=O)c1ccc(Br)cc1	-10	-1%	?	-0.5	-13%	-2%	12µM*	?
CNc1cccccc1=S	?	8%	-12%[11.6 µM]	0.7	-3%	?	?	3%
O=C1CCN(S(=O)(=O)c2ccc(Cl)cc2)CCN1	2	-29%	-4%	-0.2	-3%	1%	?	-38%
Cc1n[nH]c(=O)nc1NCc1ccccc1	0	-7%	-3%	1.8	7%	2%	3%	3%
O=C(CN1C(=O)c2ccccc2S1(=O)=O)N1CCN(c2ccccc2)CC1	.	4%	-3%	-0.8	-3%	2%	-3%	-1%
O=c1[nH]c2ccc(NC(=S)Nc3ccc(Cl)cc3Cl)cc2[nH]1	.	-5%	-1%	-0.1	-4%	0%	-18%	-7%
COc1ccccc1N(CC(=O)N/N=C(\C)c1ccc(F)cc1)S(=O)(=O)c1ccccc1	-4	1%	7%	-2.5	10%	-1%	-8%	-1%
Cc1ccc(S(=O)(=O)N(C)C)cc1NC(=S)N1CCCCC1CO (stereo not given)	1	5%	-4%	-1.3	-5%	2%	-4%	4%
O=C(CC12CC3CC(CC(C3)C1)C2)N1CCCC1	.	5%	8%	-3.6	2%	4%	-10%	19%
Cc1cc(C)nc(NC(N)=NCCc2ccccc2)n1	-3	-1%	29%	-1.1	14%	.	-3%	4%
CCCNC(=O)Cn1cnc([N+](=O)[O-])n1	5	3%	-31%[57.1 µM]	-3.4	8%	2%	-1%	-11%
O=C(CN(C(=O)CNC(=O)c1ccco1)c1ccc(F)cc1)NC1CCCC1	6	6%	5%	0.4	1%	-1%	3%	-2%
COC(=O)c1ccc(-c2ccc(Cl)cc2)nc1C	-5	-3%	-2%	-0.4	-11%	0%	-2%	-20%
O=C(COC(=O)c1ccc(S(=O)(=O)N2CCCC2)cc1)NCc1cccs1	-1	-1%	-3%	-0.9	6%	-2%	-14%	3%
COC(=O)c1ccccc1NC(=O)Nc1ncccc1C	8	-9%[57.1 µM]	-2%	1.1	8%	2%	-5%	-12%
CSc1ccc(CN2CCC2(C)C(=O)NCc2cccc(C(F)(F)F)c2)cc1 (stereo not given)	18	-16%	-3%	0.5	-11%	.	1%	-10%
CCN1C(=O)N[C@@H](c2cccc(F)c2)C(C(C)=O)=C1C	4	-6%	2%	-1.2	0%	.	-16%	-30%
O=C(CCCn1cncn1)N1CCCC(N2CCN(c3ccccc3F)CC2)C1 (stereo not given)	-8	4%	4%	1.8	-10%	?	-11%	8%
C/C=C/C=C/C(=O)[C@@H]1[C@@H]([C@]2(C)OC(=O)C(C)=C2O)[C@H]2/C(=C(O)/C=C/C=C/C)C(=O)[C@]1(C)C(=O)C2(C)O (stereo not given in full)	?	8%	?	-1.1	-5%	1%	?	?
CC(C)Oc1cccc(NC(=O)c2cnccc2C(F)(F)F)c1	2	2%	-3%	-2.6	-8%	-1%	-1%	-10%
N#CC1=C(Nc2ccccc2)SC=C(c2ccc(Cl)c(Cl)c2)N=C1N1CCOCC1	2	0%	-11%	1.0	5%	-4%	-4%	-13%
COCc1cc(SC2CCCCC2)nc(C)n1	0	4%	-2%	-0.3	12%	0%	-2%	4%
O=c1cc(CO)oc(CN2CCN(c3ccccc3)CC2)c1O	-5	1%	5%	-1.2	-2%	1%	-10%	-5%
COc1ccc(CCN2CN(S(=O)(=O)c3ccccc3)c3nc4ccccc4nc32)cc1OC	15	-4%	-26%	-0.2	6%	-7%	2%	-26%
CN(C)C(=O)CSc1nnc(-c2cnccn2)n1C	2	5%	2%	0.0	-2%	1%	-4%	2%
CCOC(=O)C1=C(C)N=C2SC(C)C(=O)N2C1c1ccc(OCC)c(OCC)c1 (stereo not given)	9	-4%	0%	2.1	-6%	-1%	0%	-11%
Cc1nc2ncnn2c(C)c1CCC(=O)NCc1ccco1	-2	0%	4%	-4.5	-3%	0%	-3%	0%
CC(=O)c1cccc(NC(=S)N2CCN(S(=O)(=O)c3ccccc3)CC2)c1	-12	21%	?	2.9	7%	-5%	?	25%
C=CCn1c(C)cc(C(=O)COC(=O)C2CC(=O)N(Cc3ccccc3)C2)c1C (stereo not given)	-1	-2%	-1%	-2.4	0%	-2%	-4%	-3%
CCC(C)c1ccc(NC(=O)COC(=O)C2=COCCO2)cc1 (stereo not given)	1	5%	3%	2.3	-5%	-5%	3%	-8%

The listing continues:
SMILES	PI5P4K alpha inh	EPAC2 antag	WRN inhibitor	CCT chaperon mod	EPAC1 agonist	MmCpn inh	PLK1 PBD block	EPAC1 antagonist
CCOC(=O)[C@H]1[C@H]2COc3ccc(OC)cc3[C@H]2N2C(=O)CN(Cc3ccccc3)C(=O)[C@@]12C	6	16%	-1%	-2.6	10%	.	-21%	-8%
O=C(Nc1ccc2nc3n(c(=O)c2c1)CCCCC3)C(=O)N1CCN(c2ccccc2)CC1	3	1%	-2%	-0.9	-15%	1%	2%	-7%
CCOC(=O)CNC(=O)CNC(=O)c1ccc(OC(C)C)cc1	0	1%	-1%	-3.1	14%	0%	-2%	-15%
O=C(N/N=C/c1c[nH]c2ccc(Br)cc12)c1ccc2c(c1)OCO2	-21	-6%	-22%	-2.3	14%	4%	1%	-30%
O=C(NN1C(=O)C2C3C=CC(C4CC34)C2C1=O)c1cccc(Cl)c1 (stereo not given)	-5	14%	-30%[57.1 µM]	-3.5	-5%	3%	5%	20%

Three of the compounds above, with bars between the fields:
Molecule | PI5P4K alpha inh | EPAC2 antag | WRN inhibitor | CCT chaperon mod | EPAC1 agonist | MmCpn inh | PLK1 PBD block | EPAC1 antagonist
CCOC(=O)[C@H]1[C@H]2COc3ccc(OC)cc3[C@H]2N2C(=O)CN(Cc3ccccc3)C(=O)[C@@]12C | 6 | 16% | -1% | -2.6 | 10% | . | -21% | -8%
O=C(Nc1ccc2nc3n(c(=O)c2c1)CCCCC3)C(=O)N1CCN(c2ccccc2)CC1 | 3 | 1% | -2% | -0.9 | -15% | 1% | 2% | -7%
CCOC(=O)CNC(=O)CNC(=O)c1ccc(OC(C)C)cc1 | 0 | 1% | -1% | -3.1 | 14% | 0% | -2% | -15%

Source: PubChem
